TDP1 cell CPT = DT40-hTDP1 cell growth loss with CPT; 420,000 compounds, 12% hits; Potency, µM (highest dose often 46.2 µM), without a hit: at the top dose activity change, negative = growth inhibition, usual class: inhibitors; chicken DT40 Tdp1-/-;hTDP1 cells + 20 nM CPT, ATP luminescence, 48 h; further: nearly all actives have a fitted effect of over 55% in size
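Chicken DT40 Tdp1-/- cells stably complemented with human TDP1 were seeded at 400 cells/well in medium containing 20 nM camptothecin, exposed to pin-transferred compounds, and grown at 37 °C for at least 48 hr. Viability was read as ATP luminescence.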
FEN1 inh = blocks human flap endonuclease 1 | P39748 | Recombinant FEN1 flap cleavage, fluorescence, 15 min | Potency, µM (highest dose often 114 µM), inactives show at the highest dose activity change, negative = inhibition, most hits filed as inhibitors | 390,000 compounds, 0.35% hits; further: nearly all actives have a fitted effect of over 65% in size
Target sequence (P39748 whole entry, looked up): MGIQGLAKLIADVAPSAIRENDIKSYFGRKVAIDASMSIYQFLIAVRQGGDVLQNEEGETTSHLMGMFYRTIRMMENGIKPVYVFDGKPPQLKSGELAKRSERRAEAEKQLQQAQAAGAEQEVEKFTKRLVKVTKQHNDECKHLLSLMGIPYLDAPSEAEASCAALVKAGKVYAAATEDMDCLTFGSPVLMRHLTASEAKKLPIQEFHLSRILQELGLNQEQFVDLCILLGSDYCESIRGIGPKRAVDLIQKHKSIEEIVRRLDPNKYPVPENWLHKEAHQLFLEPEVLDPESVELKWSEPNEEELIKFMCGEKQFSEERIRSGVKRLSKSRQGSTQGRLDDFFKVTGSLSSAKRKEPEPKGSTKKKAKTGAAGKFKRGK
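Quantitative HTS format: each compound was titrated, incubated with 10 nM nuclease for 15 min at room temperature, then challenged with flap substrate at 50 nM final. Signal change over 15 min gave concentration–effect curves.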
GCN5L2 inh = inhibitors of human GCN5L2 histone acetyltransferase. GCN5L2 HAT assay, ThioGlo1 CoA-SH fluorescence. Potency, µM (doses to about 58.9 µM), for inactives: at the top dose activity change, negative = inhibition, most hits filed as inhibitors. Q92830. 390,000 compounds, 0.21% hits
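Titration-based screen in which CoA formation is detected via maleimide probe ThioGlo1 (50uM) turning fluorescent on thiol reaction; substrates H3(1-25) 75uM and acetyl-CoA 70uM, GCN5L2 20nM, 20 min incubation at room temperature.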
* = called active by the depositor; ? = inconclusive; . = not tested or not shown; [ ] = another dose, or the depositor's remark. The call rests on the fitted dose curve; in most records, active means well fitted curve in the direction sought with a large enough effect; inconclusive means small, poorly fitted or top-dose-only effect, or another doubt; inactive means no such curve, though single readings can be large; an effect the other way counts as inactive or inconclusive. On the % scale 0 is the no-effect control and ±100 the full control effect; potency means the concentration at half of the fitted maximal effect. Only part of the results is shown, so the mix of outcomes need not match the whole.

SMILES	TDP1 cell CPT	FEN1 inh	GCN5L2 inh
COc1ccccc1NC(=O)C(=O)N/N=C(\C)CC(=O)Nc1ccccc1C(F)(F)F	4%	-7%	-8%
COc1cc2sc3ccc(-c4ccc5[nH]ccc5c4)cc3c(=O)c2cc1OC	5.8µM*	-16%	.
Cc1ccc(C(=O)NN2CC(O)=C(c3nc(-c4cccc([N+](=O)[O-])c4)cs3)C2=N)cc1	16%	-9%	-14%
O=C(c1csnn1)N1CCC[C@@]2(CCN(c3cccc(-c4ccccc4)c3)C2)C1	?	.	-17%
CCC(C)NC(=S)N1CCN(C(c2ccccc2)c2ccccc2)CC1 (stereo unspecified)	?	-3%	-7%
C/C(=N\NC(=O)C(NC(=O)c1ccccc1)C(C)C)c1ccccc1 (stereo unspecified)	-5%	7%	-6%
CCOc1ccccc1NC(=O)C1=C(C)Nc2ncnn2C1c1ccco1 (stereo unspecified)	-25%	4%	4%
Cc1ccc2c(c1)C1(C(=O)N2)N2CCCC2C(C(=O)c2ccc3ccccc3c2)C12C(=O)Nc1ccccc12 (stereo unspecified)	16µM*	-20%	-19%
O=C(c1ccc2c(c1)OCCO2)N(Cc1cccnc1)c1nc2ccc(F)cc2s1	?	18%	-13%
Cc1ccc(S(=O)(=O)N2CCN(C(=O)CSc3nc4ccccc4c(=O)[nH]3)CC2)c(C)c1	?	7%	.
Cc1c(C(=O)N(Cc2ccco2)Cc2cccs2)oc2ccccc12	-9%	-10%	-3%
Cc1[nH]c(=S)c(C#N)c(-c2ccccc2)c1C(=O)Nc1ccccc1	1%	0%	-3%
CC(=O)N1CCOc2cc(S(=O)(=O)N(C)Cc3ccccc3)c(Cl)cc21	.	14%	-10%
Cc1ccccc1C(=O)Nc1ccc(Br)c(C)n1	?	0%	-1%
Cc1ccc(S(=O)(=O)NCC(C)n2nc(C)nc2C)cc1 (stereo unspecified)	19%	-7%	-4%
COCCCNCCOCCOc1ccc(C)cc1[N+](=O)[O-]	-6%	-1%	?
O=C(CSc1ncnc2ccccc12)N1CCCC1	1%	15%	-5%
O=C(CN1C(=O)c2ccccc2S1(=O)=O)N1CCc2ccccc2C1	-22%	-2%	.
COc1ccc(-n2nnc(-c3nc(-c4cccs4)no3)c2N)cc1	-3%	-11%	-5%
COc1ccc2c(C)cc(C)nc2n1	0%	5%	-1%
Cc1ccc(N(CC(=O)O)C2SC(=O)NC2=O)cc1 (stereo unspecified)	-4%	1%	-8%
CCCN1C/C(=C/c2ccc3c(c2)OCO3)C(=O)/C(=C/c2ccc3c(c2)OCO3)C1	15µM*	?	28%
CC(=O)c1[nH]c(C)c(C(=O)N2CCCC(Nc3cccc(F)c3)C2)c1C (stereo unspecified)	6%	1%	0%
CC(=O)c1ccc(N2C(=O)N(Cc3cc(C)ccc3C)c3ccccc3S2(=O)=O)cc1	23µM*	-4%	-9%
COc1cc(OC)cc(C(=O)NC(=S)NNC(=O)Cc2cccs2)c1	?	22%	0%
CNS(=O)(=O)c1cnccc1N1CCN(c2cccc(C)c2)CC1	6%	-7%	-2%
COc1ccccc1OCC(=O)NCC1(N(C)C)CCCCC1	-4%	-2%	-5%
O=C(COC(=O)c1ccccc1[N+](=O)[O-])Nc1cc(S(=O)(=O)N2CCOCC2)ccc1N1CCCC1	0%	-8%	-3%
CCn1c(CNC(=O)c2ccccc2Br)nnc1SCC(=O)NC1=NCCS1	2%	-4%	0%
CC(=O)N(Cc1cccs1)Cc1cc2ccc(C)c(C)c2nc1Cl	18µM*	-3%	-19%

A second format for part of the listing above.
SMILES: COc1ccccc1OCC(=O)NCC1(N(C)C)CCCCC1
  TDP1 cell CPT: -4%
  FEN1 inh: -2%
  GCN5L2 inh: -5%

SMILES: CC(=O)c1ccc(N2C(=O)N(Cc3cc(C)ccc3C)c3ccccc3S2(=O)=O)cc1
  TDP1 cell CPT: 23µM*
  FEN1 inh: -4%
  GCN5L2 inh: -9%

Carrying on.
SMILES	TDP1 cell CPT	FEN1 inh	GCN5L2 inh
CCn1c(SCC(=O)NCc2ccc3c(c2)OCO3)nc2c(c1=O)SCC2	-8%	-4%	-2%
FC(F)(F)c1cccc(NCc2cn3cccnc3n2)c1	-10%	2%	1%
COc1ccccc1NS(=O)(=O)c1ccc(Cl)c(NC(=O)CN2C(=O)c3ccccc3C2=O)c1	1%	-3%	-4%
Cc1[nH]n2c(=O)cc(-c3ccc([N+](=O)[O-])cc3)nc2c1-c1ccccc1	12µM*	-20%	.
Cc1ccc(S(=O)(=O)NC(C)(C)CSc2ncccn2)cc1	-23%	1%	0%
Cc1nn(CC(=O)Nc2ccc(N(C)C)cc2)c(C)c1[N+](=O)[O-]	?	-2%	-9%
CC1CCc2c(sc(NC(=O)c3noc4c3CCCC4)c2C(N)=O)C1 (stereo unspecified)	2%	-8%	.
Cc1ccc(NC(=O)Cn2nc(C(F)(F)F)c3c2CCCC3)cc1C	?	-4%	-4%
Cc1ccc(C)c(NC(=O)C(OC(=O)c2ccc(NC(=O)CC#N)cc2)c2ccccc2)c1 (stereo unspecified)	-21%	10%	-20%
COc1ccc(CNC(=O)CCS(=O)(=O)Cc2cccc(Cl)c2)c(OC)c1	-14%	8%	-3%
CC1CCCCN1CC(=O)NCc1ccc2c(c1)OCO2 (stereo unspecified)	-6%	0%	-4%
CSc1ccc(S(=O)(=O)NCC(=O)OCC(=O)N2CCCCC2C)cc1[N+](=O)[O-] (stereo unspecified)	6%	5%	-1%
O=C1CC(c2ccccc2)n2ncnc2N1 (stereo unspecified)	5%	3%	-8%
COc1ccc(/C=C(/NC(=O)/C=C/c2ccccc2)C(=O)N2CCOCC2)cc1	10%	3%	-6%
Cc1ccc(S(=O)(=O)NCCc2cn3nc(C)c(C)nc3n2)cc1C	-2%	-6%	1%

Copied from the list:
Cc1ccc(NC(=O)Cn2nc(C(F)(F)F)c3c2CCCC3)cc1C in FEN1 inh reads -4%
CC(=O)N1CCOc2cc(S(=O)(=O)N(C)Cc3ccccc3)c(Cl)cc21 in FEN1 inh reads 14%
COc1ccc(/C=C(/NC(=O)/C=C/c2ccccc2)C(=O)N2CCOCC2)cc1 in TDP1 cell CPT reads 10%

Remaining list, next part
SMILES	TDP1 cell CPT	FEN1 inh	GCN5L2 inh
CCOc1ccccc1C(=O)NC(C(=O)N(C)c1c(N)n(Cc2ccccc2)c(=O)[nH]c1=O)C(C)C (stereo unspecified)	-16%	-7%	.
Cc1ccc(NC(=O)c2cc([N+](=O)[O-])ccc2N2CCOCC2)cc1S(=O)(=O)N1CCOCC1	-24%	-5%	-6%
O=[N+]([O-])c1ccccc1-c1ccc(C(=S)N2CCCC2)o1	26µM*	-6%	-26%
CCCNC(=O)Nc1cc(OCC)c(N2CCOCC2)cc1OCC	?	-5%	4%
CCC(C)NC(=O)C(CCSC)NC(=O)c1ccccc1 (stereo unspecified)	2%	-4%	-8%[0.501 µM]
COc1ccc(/C=N/NC(=O)c2nonc2N)cc1OC	20%	2%	-2%
Cc1sc2nc(CN(C(=O)NCc3ccccc3)C3CCCC3)[nH]c(=O)c2c1C	?	-15%	-6%
CCOc1cc(/C=C(\C#N)C(=O)Nc2ccc(S(N)(=O)=O)cc2)ccc1OCCN1CCOCC1	2%	-4%	-5%
O=C(O)c1ccc(COc2cccc(CO)c2)cc1	-13%	-4%	3%
Cn1c(=O)c2c(n(C)c1=O)=NC1(CCCCC1)N=2	-6%	-7%	-19%
COc1cc(C2C(C#N)=C(C)NC3=C2C(=O)c2ccccc23)cc(OC)c1OC (stereo unspecified)	1µM*	-13%	-15%
CC1(C)N=C(SCc2ccc(Cl)cc2)c2ccccc2N1	?	-20%	18%
Cc1ccc(C(=O)NN2CCOCC2)cc1[N+](=O)[O-]	1%	-5%	-9%
CC(=O)N1[C@@H]2CC3C4CC=C5C[C@@H](O)CC[C@]5(C)C4CC[C@]3(C)[C@@]21C(C)=O (stereo partly specified)	?	1%	-2%
O=[N+]([O-])c1cccc(-c2c(-c3ccccc3)ncc3cc(F)ccc23)c1	8.2µM*	-20%	2%
Cc1ccc(OCC(=O)NCc2ccccc2)c([N+](=O)[O-])n1	0%	1%	-13%
COc1ccc(-n2c(C)c(C(C)=O)c3cc(OC(=O)c4ccc(C)cc4)ccc32)cc1	?	6%	-4%
COc1cc(/C=C2\SC(c3ccccc3)=NC2=O)cc(Cl)c1O	21µM*	-21%	-15%
CCc1ccccc1NC(=S)N(CCCN1CCN(C)CC1)Cc1cccs1	21%	11%	1%
CC(C)Cc1nc(N2CCCCC2)c(C#N)c2c1CCC2	11%	1%	-8%
CCOC(=O)C1=C(N)OC2=C(C(=O)CCC2)C1c1ccc2c(c1)OCO2 (stereo unspecified)	18%	-1%	.
Cc1cc(C(=O)CCl)c(C)n1-c1cccc([N+](=O)[O-])c1	1.5µM*	0%	-2%
CC(=O)Nc1ccc(C(=O)OCc2ccc(Cl)cc2)cc1	-18%	5%	-14%
COc1ccc(Cl)cc1N(CC(=O)Nc1ccc2c(c1)OCO2)S(C)(=O)=O	-16%	-8%	-7%
Cc1ccccc1CNC(=O)c1ccccc1N(C)S(=O)(=O)c1ccccc1	-9%	2%	-6%
CCOc1cc(C(=O)N(CC)CC(=O)Nc2c(F)cccc2F)ccc1OCC(=O)N1CCCCC1	-15%	-3%	-2%
CC(C)(C)c1ccc(NC(=O)COC(=O)C2CCCC2)cc1	7%	-17%	-4%
CCOC(=O)c1oc2ccccc2c1NC(=O)CN1CCN(C)CC1	8%	-4%	-3%
Cc1cc(NC(=O)COC(=O)COc2ccc3c(c2)CCC3)no1	-13%	-7%	-2%
Oc1ccc(-c2nc3cnccn3c2Nc2ccc3c(c2)OCCO3)cc1	2%	5%	-13%
CN1CCCC2(CCN(C(=O)c3cccn3C)CC2)C1	16%	.	2%
S=C(NCCN1CCOCC1)Nc1cccc2ccccc12	9%	-1%	2%
COC(=O)c1ccccc1NC(=O)c1nc2nc(C)cc(C(F)F)n2n1	4%	-11%	-1%
COc1ccc(/C(O)=C2/C(=O)C(=O)N(CCCN3CCOCC3)C2c2ccc(N(C)C)cc2)cc1 (stereo unspecified)	6%	-6%	-13%
Cc1ncsc1CCOC(=O)C12CC3CC(CC(C3)C1)C2	-24%	8%	3%
CC(=O)NC(C)C12CC3CC(CC(CC(=O)O)(C3)C1)C2 (stereo unspecified)	-1%	-6%	-20%
Fc1ccc(F)c(NC(=S)NCCc2ccccc2)c1	16µM*	-12%	-6%
COc1cc(NS(=O)(=O)c2ccc3c(c2)CCCN3C(C)=O)cc(OC)c1OC	8.2µM*	16%	-2%
O=C1c2oc3ccccc3c(=O)c2C(c2cccc(Br)c2)N1Cc1ccco1 (stereo unspecified)	?	-14%	10%
NC(=O)Cn1c(=O)n(CCc2ccccc2)c(=O)c2c3c(sc21)CCCC3	-20%	-2%	0%
O=S(=O)(NCc1nnc2ccccn12)c1ccc(Cl)cc1	1%	4%	3%
Cc1ccc(S(=O)(=O)N(C)CCCC(=O)Nc2ccc(F)cc2)cc1	21µM*	6%	-10%
CC(C)Oc1ccc(CNC(=O)C2COc3ccccc3C2)cc1 (stereo unspecified)	-28%	-7%	-1%
COc1ccc(CCNC(=O)c2cc3cc(F)ccc3nc2C)cc1OC	21µM*	-7%	.
Cc1cccc(C)c1NC(=O)CN(C)C(C)C(=O)Nc1ccccc1-c1ccccc1 (stereo unspecified)	?	11%	0%

Structures from the list above with a cyano group (5):
SMILES	TDP1 cell CPT	FEN1 inh	GCN5L2 inh
Cc1[nH]c(=S)c(C#N)c(-c2ccccc2)c1C(=O)Nc1ccccc1	1%	0%	-3%
Cc1ccc(C)c(NC(=O)C(OC(=O)c2ccc(NC(=O)CC#N)cc2)c2ccccc2)c1 (stereo unspecified)	-21%	10%	-20%
CCOc1cc(/C=C(\C#N)C(=O)Nc2ccc(S(N)(=O)=O)cc2)ccc1OCCN1CCOCC1	2%	-4%	-5%
COc1cc(C2C(C#N)=C(C)NC3=C2C(=O)c2ccccc23)cc(OC)c1OC (stereo unspecified)	1µM*	-13%	-15%
CC(C)Cc1nc(N2CCCCC2)c(C#N)c2c1CCC2	11%	1%	-8%

Following part.
SMILES	TDP1 cell CPT	FEN1 inh	GCN5L2 inh
Cn1cccc1Cc1nnc(SCC(=O)Nc2ccccc2F)n1CCc1ccccc1	-27%	-21%	0%
COC(=O)c1ccc(C)c(NC(=O)Cn2c(C)csc2=O)c1	-9%	-3%	-7%
CC(=O)N(CCCNC(=O)c1ccccc1)C(=O)c1ccccc1	0%	15%	-5%
O=C(CN1CCN(C(=O)c2ccccc2)CC1)Nc1ncc(Br)cc1Br	-28%	-8%	3%
COc1ccc(S(=O)(=O)N2CCC(C(=O)Nc3ccc(Oc4ccccc4)cc3)CC2)cc1OC	?	0%	-4%
CCc1ccc(NC(=O)COn2nnc3ccc(S(=O)(=O)N(C)C)cc32)cc1	?	-25%	-5%
O=C(Nc1ccc(Oc2cccc(C(F)(F)F)c2)nc1)c1cccs1	21µM*	-24%	-9%
O=C(CNCC1CCCCC1)Nc1cccc(S(=O)(=O)N2CCOCC2)c1	-12%	-3%	-5%
